LmPK inhibitor: qHTS Assay for Inhibitors of Leishmania Mexicana Pyruvate Kinase (LmPK); Q27686; purified LmPK, Kinase-Glo ATP luminescence, 1 h; Potency, µM (doses to about 57.5 µM), for inactives: at the top dose activity change, negative = inhibition, actives largely listed as inhibitors; 290,000 compounds, 0.37% hits; note: potency is the fitted concentration of half-maximal effect; % is set by controls: 0 for no effect and ±100 for the full control effect
Target sequence (Q27686 whole entry, looked up): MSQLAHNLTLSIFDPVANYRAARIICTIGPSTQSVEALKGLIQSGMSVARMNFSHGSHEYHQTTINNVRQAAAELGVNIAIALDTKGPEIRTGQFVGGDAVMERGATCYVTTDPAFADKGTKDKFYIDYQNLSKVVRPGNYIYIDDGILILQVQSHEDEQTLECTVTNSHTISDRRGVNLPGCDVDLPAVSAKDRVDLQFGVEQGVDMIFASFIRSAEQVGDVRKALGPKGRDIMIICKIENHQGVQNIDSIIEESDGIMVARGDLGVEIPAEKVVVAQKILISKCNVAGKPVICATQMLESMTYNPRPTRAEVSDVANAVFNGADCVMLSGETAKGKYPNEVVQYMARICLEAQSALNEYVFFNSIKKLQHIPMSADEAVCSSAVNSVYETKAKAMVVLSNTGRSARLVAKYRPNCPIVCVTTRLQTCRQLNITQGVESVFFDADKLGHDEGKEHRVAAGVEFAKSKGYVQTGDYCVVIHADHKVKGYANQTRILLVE
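Kinase-Glo luminescence read after 1 h RT reaction of 0.1 nM LmPK with 0.5 mM PEP and 0.1 mM ADP. Activity scaled between uninhibited and enzyme-free controls.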
Pf growth 96h: Primary qHTS for delayed death inhibitors of the malarial parasite plastid, 96 hour incubation; Potency, µM (doses to about 28.7 µM), for inactives: at the top dose activity change, negative = inhibition, actives largely listed as inhibitors; 320,000 compounds, 6.9% hits; P. falciparum luciferase reporter growth, 96 h; AID 504834, 2011; note: potency is the fitted concentration of half-maximal effect; % is set by controls: 0 for no effect and ±100 for the full control effect
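Plates of compound plus infected erythrocytes (2% hematocrit, 0.05% parasitemia final) incubate 96 hours, 37 C, 5% CO2. Detection reagent added; reduced luminescence from the parasites' luciferase reporter flags inhibition.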
TbPYK inhibitor: qHTS of Trypanosoma Brucei Inhibitors; TbPYK enzyme, Kinase-Glo Plus ATP luminescence, 45 min; Potency, µM (doses to about 76.8 µM), without a hit: top-dose activity, negative = inhibition, usual class: inhibitors; 410,000 compounds, 0.12% hits; AID 624173, 2012; note: potency is the fitted concentration of half-maximal effect; % is set by controls: 0 for no effect and ±100 for the full control effect; nearly all actives have a fitted effect of over 50% in size
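Quantitative HTS: titrated library compounds versus trypanosomal pyruvate kinase in TEA buffer (pH 7.2) containing KCl, MgCl2, BSA and Tween-20. Reactions were initiated with ADP, 130 uM final. Kinase-Glo Plus luminescence was read after 45 min at RT.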
HCV inh: qHTS Assay for Inhibitors of Hepatitis C Virus (HCV); AID 651820, 2012; Huh7.5.1 HCVcc-Cre infection, luciferase reporter, 44 h; Potency, µM (series often up to 41.8 µM), without a hit: top-dose activity change, negative = inhibition, actives largely listed as inhibitors; 340,000 compounds, 3.4% hits; note: potency is the fitted concentration of half-maximal effect; % is set by controls: 0 for no effect and ±100 for the full control effect
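Infectious HCVcc-Cre (~0.5 moi) was added to cells just after compound, with cells seeded 4 h earlier at 1,000 per well. Luciferase activity after 44 h culture reported infection; substrate was incubated 15 min at room temperature before reading.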
Cycloheximide cs: Cycloheximide Counterscreen for Small Molecule Inhibitors of Shiga Toxin. cell reporter, cycloheximide protein synthesis inhibition counterscreen. max response, %. 300,000 compounds, 12% hits; in the data active = max response mostly above about 13%, no sharp cut-off; inactive = mostly below about 14%; note: read at 38.3 µM for the half of the compounds with a filed dose; 0% is about no effect
Shiga toxin inh: A qHTS for Small Molecule Inhibitors of Shiga Toxin. inhibition, % at 38.7 µM. Vero cells, Shiga toxin protein synthesis inhibition reporter. 290,000 compounds, 9.2% hits. AID 2315, 2010; in the data active = inhibition mostly above about 28%, no sharp cut-off; inactive = mostly below about 43%; note: 0% is about no effect
Pf growth 48h: Primary qHTS for delayed death inhibitors of the malarial parasite plastid, 48 hour incubation; P. falciparum luciferase growth in erythrocytes, 48 h; Potency, µM (top dose mostly 28.7 µM), for the others: at the highest dose activity change, negative = inhibition, usual class: inhibitors; 310,000 compounds, 5.9% hits; AID 504832, 2011; note: potency is the fitted concentration of half-maximal effect; % is set by controls: 0 for no effect and ±100 for the full control effect
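Here the parasites carry a stable luciferase gene and grow inside erythrocytes in Albumax-based RPMI medium with compound for one erythrocytic cycle. Activity is scored as loss of luminescent signal.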
Starred values were filed as active, the others as inactive; i = inactive; ? = inconclusive; / = not tested or not shown; & = joins results of further samples; [ ] = dose if it differs, or a comment. Unless noted, calls come from the whole dose curve; as a rule, active = well fitted curve in the direction sought with a large enough effect; inconclusive = small, poorly fitted or top-dose-only effect, or another doubt; inactive = no such curve, though single readings can be large; an effect the other way counts as inactive or inconclusive.

Compound,Cycloheximide cs,Pf growth 96h,HCV inh,TbPYK inhibitor,Pf growth 48h,LmPK inhibitor,Shiga toxin inh
O=C(CCCN1C(=O)C(c2ccccc2)Oc2cccnc21)Nc1ccccc1Cl (stereo unspecified),6,?,-8%,-6%,-3%,6%,-12
O=C(NCC(=O)N1CCN(c2ccccc2)CC1)c1ccco1,22,?,-1%,-4%,23%,5%,21
CC(=O)Nc1ccc([N+](=O)[O-])cn1,-1,147%[activator],12%,-5%,34%[activator],-9%,-15
COc1ccc(C(=O)NCC(c2cccnc2)N2CCN(c3ccccc3)CC2)cc1OC (stereo unspecified),-2,?,-1%,3%,-13%,-1%,2
O=C(O)CNC(=O)c1cccc(C(F)(F)F)c1,10,31%[activator],1%,3%,i,0%,-7
Cc1cc(NC(=O)c2cc([N+](=O)[O-])cc([N+](=O)[O-])c2)n(-c2ccccc2)n1,-7,?,?,9%,30%,-3%,-9
NS(=O)(=O)c1ccc(-c2ccc(/C=C3\C(=O)Nc4ccccc43)o2)cc1,-3,-7%,/,/,38%[activator],6%,1
Cc1nn(C(=O)c2ccoc2C)c(N)c1-c1ccccc1,54*,-27%,?,-2%,23%,6%,131*
CC(C)N1CCC(N2CCN(C/C=C/c3ccccc3)CC2CCO)CC1 (stereo unspecified),-2,36%,?,7%,?,-1%,-3
CCOC(=O)N1CCN(C(=O)c2ccccc2N(Cc2ccccc2)S(=O)(=O)c2ccc(OC)cc2)CC1,-5,-7%,-36%,5%,?,9%,-8
CCCC1Cc2[nH]c(=O)c(C#N)cc2CO1 (stereo unspecified),0,8%,17%,-1%,1%,1%,14
O=C(NNC(=O)c1ccc(Cl)cc1Cl)c1cnccn1,12,?,-11%,6%,?,3%,28
C/C(=N\NC(=O)CSCc1ccc(Cl)cc1)c1ccc2c(c1)OCCO2,-3,0%,?,-1%,13%,1%,-18
C=CCn1c(COc2ccccc2)nnc1SCC(=O)O,9,1%[5.75 µM],3%,-10%,14%,3%,-11
CC(=O)Nc1ccc(S(=O)(=O)NCC(=O)OCC(=O)NNC(=O)c2ccccc2)cc1,/,0%,8%,-11%,8%,/,/
O=C(COC(=O)C1CCN(c2ccc(C(F)(F)F)cn2)CC1)c1ccc(Cl)cc1,/,25%,3%,-2%,5%,/,/
Cn1ccnc1C(O)c1cc(C(C)(C)C)c(O)c(C(C)(C)C)c1 (stereo unspecified),3,29%,-16%,?,?,0%,-2
COc1ccc(-c2nc3c(s2)CN(S(C)(=O)=O)CC3)cc1OC,13,33%[activator],0%,-4%,34%[activator],1%,31
Cc1nnc(-c2ccccc2)c(=O)n1/N=C/c1c(O)ccc2ccccc12,-6,4.1µM*,?,9%,?,0%,-8
CC(=O)O/N=C(/c1nonc1N)N1CCN(c2ccc([N+](=O)[O-])cc2Cl)CC1,-2,-19%,18%,7%,2%,3%,-6
COc1ccc2oc(C(=O)OCC(=O)N3CCCC(C)C3)c(C)c2c1 (stereo unspecified),/,4%,-15%,3%,14%,/,/
O=C(CCNS(=O)(=O)c1ccccc1Cl)N1CCN(c2ccccn2)CC1,/,-20%,?,-9%,-3%,/,/
CCn1c(CSc2nnc(-c3ccncc3)n2CCOC)nc2cc(C(=O)O)ccc21,-1,-3%,5%,-2%,9%,-5%,-12
C(=N\Nc1ncnc2ccccc12)/c1ccccc1,24*,133%[activator],?,-1%,335%[activator],-6%,71*
Cc1n[nH]c(=O)nc1N/N=C/c1ccco1,11,-16%,11%,-15%,?,?,28*
CCOC(=O)CC(=O)NC(C)(C)CCCCC(C)(C)NC(=O)CC(=O)OCC,-2,0%,0%,2%,13%,-5%,-2
Cc1cc(OCC(=O)NCC(O)c2ccccc2)c2c(C)cc(=O)oc2c1 (stereo unspecified),1,?,-2%,-6%,-22%,4%,-7
COc1ccc(/C=N/c2nc3ccccc3n2CCN2CCCCC2)cc1OC,-6,-27%,-3%,1%,/,9%,-18
CC(O)C(NS(=O)(=O)c1ccc(Cl)cc1)C(=O)OCC(=O)Nc1cccnc1Cl (stereo unspecified),-4,-3%,32%[activator],1%,6%,-2%,3
COc1ccc(NC(=O)C2CSC(C)(C)N2C=O)cc1 (stereo unspecified),3,?,11%,1%,10%,-6%,7
O=C(COc1ccc(Cl)cc1)NC(=S)Nc1ccccc1N1CCOCC1,1,?,/,0%,13%,-7%,-7
Cc1cc(C)c2c(=O)cc(C(=O)NCc3ccccc3)oc2c1,2,-50%,-25%,-9%,-16%[0.00184 µM],0%,-3
O=C(OCc1c(Cl)cccc1Cl)c1cccnc1Cl,-4,-6%,3%,6%,/,1%,-10
Cn1c(=O)oc2cc(S(=O)(=O)N3CCC(C(=O)NCc4ccc(F)cc4)CC3)ccc21,-2,?,14%,5%&5%,/,-1%,28
C=CCNC(=S)NNC(=O)COc1ccc(Br)cc1,4,5.9µM*,-2%,?,2%,4%,2
Cc1nnc(SCC(=O)NCc2ccco2)n1-c1ccc(F)cc1,3,-109%,11%,1%,-1%,-1%,32
CN1/C(=C/C=C(C#N)C#N)C=Cc2ccccc21,-2,37%[activator],?,-2%,15%,-10%,12
CC(CCc1ccccc1)NC(=O)CNC(=S)N(Cc1cccs1)C1CCCC1 (stereo unspecified),-3,-32%,?,-4%,?,5%,24
CCN1/C(=N\N)c2cccc3cccc1c23,-6,?,-20%,-24%,-8%,-12%,-5
CCCc1[nH]nc2c1C(c1c(C)nn(-c3ccccc3)c1Cl)C(C#N)=C(N)O2 (stereo unspecified),-1,?,0%,-4%,?,-2%,-8

Some entries already given, limited to Shiga toxin inh and Pf growth 48h:
| Compound | Shiga toxin inh | Pf growth 48h |
| --- | --- | --- |
| Cc1nnc(SCC(=O)NCc2ccco2)n1-c1ccc(F)cc1 | 32 | -1% |
| COc1ccc(/C=N/c2nc3ccccc3n2CCN2CCCCC2)cc1OC | -18 | / |

Molecules above with an aryl thioether with sulfur outside any ring (three):
Compound,Cycloheximide cs,Pf growth 96h,HCV inh,TbPYK inhibitor,Pf growth 48h,LmPK inhibitor,Shiga toxin inh
C=CCn1c(COc2ccccc2)nnc1SCC(=O)O,9,1%[5.75 µM],3%,-10%,14%,3%,-11
CCn1c(CSc2nnc(-c3ccncc3)n2CCOC)nc2cc(C(=O)O)ccc21,-1,-3%,5%,-2%,9%,-5%,-12
Cc1nnc(SCC(=O)NCc2ccco2)n1-c1ccc(F)cc1,3,-109%,11%,1%,-1%,-1%,32

More entries
Compound,Cycloheximide cs,Pf growth 96h,HCV inh,TbPYK inhibitor,Pf growth 48h,LmPK inhibitor,Shiga toxin inh
O=C1NCC(NC(=O)C(F)(F)F)c2cc3c(cc21)OCO3 (stereo unspecified),13,60%[activator],27%,4%,19%,1%,-9
Cc1ccc(C2=NNC(C(O)C(O)C(O)C(C)O)S2)cc1 (stereo unspecified),32*,91%[activator],7%,-12%,/,-1%,107*
CC(C)NC(=O)COC(=O)c1ccccc1C(=O)c1ccccc1,-4,12%,-2%,8%,6%,3%,-3
CC1Cc2ccccc2N1c1ncnc2c1nnn2Cc1ccccc1Cl (stereo unspecified),-6,?,3%,3%,-14%,5%,4
C=CCN=c1scc(C)n1/N=C/c1ccc(O)c(O)c1,37*,2%,11µM*,?,?,0%,65*
Cc1ccc(-c2[nH]c3ccccc3c2SCCNC(=O)c2cc3ccccc3oc2=O)cc1,-2,5.9µM*,-1%,-5%,?,-3%,-20
Cc1cc(=O)oc2cc(OCC(=O)N3CCN(c4ccccc4)CC3)c(Cl)cc12,-3,16%,-1%,-7%,24%,2%,-15
O=C(CSC(=S)N1CCCCC1)c1c(F)cccc1F,43*,151%[activator],-2%,-15%,290%[activator],2%,62*
CCOCCCNC(=O)c1ccc(N(C)S(=O)(=O)c2ccc(OC)cc2)cc1,-4,/,-4%,-1%,-1%,8%,-21
C=CCNc1nc2c(c(=O)[nH]c(=O)n2C)n1CC(O)COc1ccc2ccccc2c1 (stereo unspecified),-3,31%[activator],7%,-7%,26%,0%,-2
O=C(CSc1nc2ccccc2c(=O)n1Cc1ccccc1)Nc1ccc(Br)cc1C(=O)O,-6,9%,3%,6%,-1%,4%,13
COc1ccc(C(=O)NCC2CCCO2)cc1 (stereo unspecified),36*,27%,4%,5%,59%[activator],-8%,54*
Cc1cc2ccccc2cc(C)c1=O,0,36%[activator],-9%,-2%,?,-2%,-14
O=C(NCc1ccc2c(c1)OCO2)c1cc(-c2ccc(Cl)cc2Cl)on1,3,?,16%,-2%,6%,-4%,9
CCCS(=O)(=O)c1c(S(=O)(=O)CCC)c2c(C)cccn2c1C(N)=O,-3,?,-3%,-9%,-14%,-1%,20
Cc1nn(CCC#N)c2nc(-c3ccccc3)cc(C(F)(F)F)c12,6,1%[5.75 µM],-26%,0%,8%,2%,9
CCn1cc(C(=O)N[C@H](C(=O)NCCCOC)C(C)C)c(=O)c2cc3c(cc21)OCO3,-1,1%,14%,-10%,1%,5%,-2
Cc1ccc(CN2CC34C=CC(O3)C(C(=O)NCc3ccc5c(c3)OCO5)C4C2=O)cc1 (stereo unspecified),-3,-82%,-2%,-5%,?,2%,-20
CCOc1ccc(CCNC(=O)c2[nH]c(C)c(C(C)=O)c2CC)cc1OCC,10,45%[activator],?,-3%,-13%,0%,12
CSc1nc2n(n1)C(c1ccccn1)C1=C(CC(C)(C)CC1=O)N2 (stereo unspecified),0,/,3%,-24%,21%,6%,27
COc1ccc(C(=O)NNC(=O)CSc2nnc(-c3ccc(O)cc3)n2C)cc1,2,?,16%,-6%,12%,1%,-4
Cc1cc(NC(=O)CSc2ncn(-c3ccccc3)n2)no1,28,1%,26%,-3%,?,-2%,-30
Cc1ccc(S(=O)(=O)NC2OC(=O)C(Cl)=C2Cl)cc1 (stereo unspecified),-5,?,-3%,-10%,13%,3%,-19
Cn1c2ccccc2c(=O)c2cc(C#Cc3ccsc3)ccc21,9.3*,?,10%,-6%,-13%,-9%,17
NS(=O)(=O)c1ccc(CCNC(=S)Nc2ccccc2)cc1,0,?,?,-7%,?,-1%,-8
CCOC(=O)C1=C(C)NC2=C(C(=O)CC(C)(C)C2)C1c1ccc(N(C)C)cc1 (stereo unspecified),-2,?,?,-14%,12µM*,3%,-2
CSc1nnc([C@@H](N)Cc2c[nH]c3ccccc23)o1,2,-24%,12%,0%,19%,-2%,-6
O=C(O)c1cccc(S(=O)(=O)N2CCC(n3nnc4cc(C(F)(F)F)ccc43)CC2)c1,-5,-14%,2%,0%,-4%,-5%,-10

Screening results: PubChem, National Center for Advancing Translational Sciences (NCATS)
